RSV CPE inhibition: inhibition of RSV-induced cytopathic effect – HEp-2 cells, primary 10 µM value included (AID 2391) | HEp-2 cells, RSV-induced CPE inhibition; higher % means a stronger effect | one-dose CPE inhibition, % at 10 µM; IC50 in µM for titrated hits | 310,000 compounds, 0.13% hits; in the data active means a potency from the dose series; inconclusive means CPE inhibition mostly from about 23% at the one dose, without a potency; inactive means the rest, 99 in 100 with CPE inhibition below about 21%; further: strong numbers were not always called active
UTI89 phage lysis: protection from phage-mediated lysis, alamar blue read-out – E. coli UTI89, K1F phage, bacterial capsule biogenesis inhibitors (AID 488966); E. coli UTI89 K1F phage lysis, alamar blue, 2 h; higher % means a stronger effect; one-dose inhibition, % at 100 µM; IC50 in µM for titrated hits; 340,000 compounds, 0.02% hits;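 active means phage lysis inhibition, versus mean bacterial control, above a set limit; inconclusive means no clear call, values can overlap the other calls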;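 further: capsule biogenesis inhibitors block K1F phage lysis so surviving cells raise fluorescence; higher fluorescence means more inhibition of phage lysis; actives were called in the ten point dose series up to 300 µM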
M17LAP inhibition: P. falciparum M17LAP inhibitors, primary screen, biochemical, fluorogenic H-Leu-NHMec substrate, 1536-well (AID 1619); recombinant M17LAP, H-Leu-NHMec fluorogenic kinetic assay; higher % means a stronger effect; one-dose inhibition, % at 30 µM; IC50 in µM for titrated hits; 220,000 compounds, 0.38% hits;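 active means compound inhibiting the enzyme by more than half at any dose during confirmatory dose-response retesting; inconclusive means strong single-dose inhibitors picked by rank but not retested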;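 further: plate controls were full reaction with DMSO carrier for no effect and no enzyme background for full effect; strong numbers were not always called active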
P. falciparum M1AAP: P. falciparum M1AAP inhibitors, biochemical, fluorogenic H-Leu-NHMec substrate, 1536-well (AID 1445); recombinant M1AAP, H-Leu-NHMec fluorogenic kinetic assay; higher % means a stronger effect; inhibition, % at 30 µM; hits with a dose series show IC50 in µM; 220,000 compounds, 0.42% hits;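 active means primary inhibition above the hit cutoff, then over 50% inhibition at one or more dose response concentrations, cut at about 23% in these data, passing the limit was not always enough; inconclusive means conflicting primary data, or primary hits not chosen for dose response; inactive means low primary inhibition, or under 50% at every dose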;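 further: plate controls were DMSO full reaction for no effect and no enzyme background for full effect; strong numbers were not always called active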
TNAP activators: stimulation of alkaline phosphatase TNAP activity – biochemical, luminescent, no phosphate acceptor, uHTS, primary screen (AID 1001) | purified TNAP, luminescent activation assay, no phosphate acceptor; higher activation fold means a stronger effect | one-dose activation fold at 20 µM; EC50 in µM for titrated hits | 200,000 compounds, 0.03% hits; in the data active means activation fold from about 3, or a potency from the dose series; inactive means the rest, 99 in 100 with activation fold below about 1.6; further: many of its hits are not listed in these tables
West Nile virus CPE: inhibition of WNV-induced cytopathic effect – cell-based, CPE readout (AID 1621); West Nile virus-infected cells, CPE inhibition; higher % means a stronger effect; CPE inhibition, % at 10 µM, or IC50 in µM where a hit was titrated; 290,000 compounds, 0.02% hits; in the data active means a potency from the dose series; inconclusive means CPE inhibition mostly from about 3.7% at the one dose, without a potency; inactive means the rest, 99 in 100 with CPE inhibition below about 2.2%; further: strong numbers were not always called active
PMI inhibitors: MPI enzyme activity inhibition – biochemical, fluorescence intensity, coupled assay, primary screen (AID 1209). purified PMI enzyme, coupled fluorescence intensity; higher % means a stronger effect. one-dose inhibition, % at 20 µM; IC50 in µM for titrated hits. 190,000 compounds, 0.42% hits;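 further: plate controls were DMSO vehicle for no effect and wells lacking substrate for full effect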
T cell modulator: T cell immune modulators affecting CD8 T cell-vesicle binding | calls only at 7 µM | 2C CD8+ T cell-vesicle binding, flow cytometry; stronger effect = lower value | 330,000 compounds, 0.068% hits;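 active means response, share of CD8 T cells binding vesicles, and their 90th percentile fluorescence all below set limits, cut at about 80% in these data, passing the limit was not always enough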
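Assay system – 2C mouse CD8+ T cells · Also added – QL9-loaded Drosophila micro-vesicles · Timing – Cell–vesicle co-incubation 1.5 h at 37 °C, staining 20 min on ice · Signal – flow cytometry of vesicle-bound cells · Measure – percent CD8+ FL2 mean versus row control · Controls – Peptide-free naked vesicles (low) and QL9 vesicles with 0.7% DMSO vehicle (high)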
PMI inhibition: human PMI inhibitors, high substrate, primary screen, biochemical, fluorescence intensity, high mannose 6-phosphate (AID 1220); recombinant PMI enzyme, coupled fluorescence intensity; higher % means a stronger effect; one-dose inhibition, % at 20 µM; IC50 in µM for titrated hits; 190,000 compounds, 0.66% hits
T cell modulator vesicle-bound %: second read-out of T cell modulator, no call of its own (marks repeat the call); double positive events, %; measured here: CD8+ vesicle-bound cell fraction;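 binding gate set so that unloaded-vesicle control wells show 10% double positive cells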
The depositor's hits bear a star; i = inactive; ? = inconclusive; . = not tested or not shown; [ ] = remark or other dose. Unless noted, no stated cut-off is given here; in the data, active means inhibition above about 50%; inactive means the rest.

SMILES	RSV CPE inhibition	UTI89 phage lysis	M17LAP inhibition	P. falciparum M1AAP	TNAP activators	West Nile virus CPE	PMI inhibitors	T cell modulator	T cell modulator vesicle-bound %	PMI inhibition
O=C(CNC(=O)OCc1ccccc1)Oc1ccc2ccc(=O)oc2c1	1.9%	0.2%	.	.	.	-0.2%	.	i	54	.
COC(=O)c1ccccc1NC(=O)c1ccc(-c2ccc(Br)cc2)o1	4.8%	-0.5%[50 µM]	2%	7%	1.2	.	-3%	i	36	-2%
CCOC(=O)C1=C(O)/C(=C\c2cccs2)N=C1C	2.2%	1.1%[50 µM]	36%	7%	1	-0.2%	5%	i	6	5%
CC(C)NS(=O)(=O)c1ccc(CCC(=O)Nc2ccc3c(c2)OCO3)cc1	-0.8%	2.3%	13%	9%	1.2	-0.9%	2%	i	23	-2%
CCOc1ccccc1N1CCN(Cc2ccc(OC)c(OC)c2)CC1	0.7%	-0.1%	5%	3%	1.1	-0.3%	10%	i	27	7%
CCc1nnc(NC(=O)Cn2nnc(-c3ccccc3F)n2)s1	1.1%	3.6%	-4%	3%	1.1	0.1%	8%	i	38	1%
O=S(=O)(c1cccs1)N1CCC(Cc2ccccc2)CC1	2.4%	1.0%	-13%	1%	1.1	-0.3%	9%	i	30	3%
Cc1ccccc1NC(=O)c1ccc2snnc2c1	1.1%	-2.4%	3%	8%	1	-0.1%	-1%	i	29	1%
Cc1cc(C)c(S(=O)(=O)N2CCc3ccccc32)c(C)c1	9.9%	0.1%	.	.	.	-0.1%	.	i	51	.
Cn1c(CN2CCN(c3ccccc3NS(C)(=O)=O)CC2)nc2ccccc21	1.2%	0.2%	.	.	.	-1.2%	.	i	45	.
CC1(C)Cc2nc3sc4c(=O)n(Cc5ccccc5)cnc4c3cc2CS1	16%	0.3%	4%	5%	1	-1.2%	-9%	i	17	-9%
O=C(CSc1nnnn1-c1ccccc1F)NNC(=O)c1ccco1	0.8%	1.5%	15%	3%	1.3	0.2%	0%	i	27	2%
O=C(Nc1ccc(Oc2ncnc3cc(Cl)ccc23)nc1)c1cccs1	0.8%	-0.6%	6%	0%	.	-0.1%	.	i	19	.
CC(C)(C)C(=O)Cn1ncc(Br)c(Br)c1=O	.	0.1%	2%	1%	1.1	-2.0%	11%	.	.	9%
Nc1nnn(CC(=O)N/N=C/c2ccccc2)n1	2.9%	0.3%	-2%	-4%	.	0.3%	.	i	35	.
Cc1nc(-c2ccc(Cl)cc2)sc1C1(C)CC(c2ccc(Cl)cc2)=NO1 (stereo not drawn)	-0.3%	1.1%	.	.	.	-0.1%	.	i	33	.
COc1ccc([C@@H]2[C@@H]3C(=O)N(C(C)(C)C)C(=O)[C@@H]3[C@]3(Cc4ccc(Cl)cc4)C(=O)N(c4ccc(Br)cc4)C(=O)N23)cc1	13%	0.8%	.	.	.	-1.5%	.	i	46	.
CC(=O)c1c(C)[nH]c(C(=O)Nc2ccc(F)c(F)c2F)c1C	3.3%	0.1%	.	.	.	-0.9%	.	i	40	.
COc1ccccc1-n1c(SCC(=O)Nc2cccc(C(=O)O)c2)nnc1-c1ccccc1C	12%	0.2%	.	.	.	-0.3%	.	i	59	.
COc1ccc2nc(N3CCC(O)CC3)c(C#N)cc2c1	2.9%	3.2%	-45%	5%	1.2	0.0%	-1%	i	27	51%*
Cc1cc(SCC(=O)c2ccc(O)c(O)c2)n2nc(C)c(-c3ccccc3)c2n1	14%	0.9%	16%	14%	.	-1.2%	.	i	17	.
Cc1ccc(OCCCCN2CCC(C)CC2)cc1	-2.9%	0.2%	.	.	.	-1.3%	.	i	2	.
Cc1cc(=O)[nH]c(Nc2cccc(F)c2)n1	1.4%	1.8%	.	.	.	-1.1%	.	i	46	.
CC(C)(C)N(Cc1cc2ccccc2[nH]c1=O)C(=O)c1ccco1	0.8%	2.2%	-24%	2%	1.1	-0.1%	-12%	i	40	-8%
COC(=O)C1=C2SC(C)C(=O)N2C(N)=C(C#N)C1c1ccc(OC)c(OC)c1 (stereo not drawn)	1.4%	1.4%	14%	1%	1.1	-0.3%	28%	i	46	51%*
O=C(NC(=S)NCc1cccnc1)c1cc(Br)ccc1Cl	2.4%	0.2%	.	.	.	-0.6%	.	i	4	.
Cc1ccc(C(=O)COC(=O)CNC(=O)CNC(=O)c2ccc(C)cc2)cc1	1.6%	1.1%[50 µM]	4%	-4%	1.1	0.3%	2%	i	28	-4%
CN(C)S(=O)(=O)N1CCC(Oc2cccc(C(=O)NC3CCCCC3)c2)CC1	-1.4%	0.0%	.	.	.	0.0%	.	i	15	.
Oc1ccc(Cl)cc1-c1cc(-c2ccco2)[nH]n1	21%	-1.0%	13%	28%	0.8	0.0%	2%	i	47	9%
COc1ccc(C(CC(=O)O)NC(=O)c2ccccc2[N+](=O)[O-])cc1 (stereo not drawn)	1.8%	-0.4%	-4%	-1%	1	-0.1%	6%	i	19	-6%

Rewritten bar-delimited: entries from further up
Structure | RSV CPE inhibition | UTI89 phage lysis | M17LAP inhibition | P. falciparum M1AAP | TNAP activators | West Nile virus CPE | PMI inhibitors | T cell modulator | T cell modulator vesicle-bound % | PMI inhibition
O=C(CNC(=O)OCc1ccccc1)Oc1ccc2ccc(=O)oc2c1 | 1.9% | 0.2% | . | . | . | -0.2% | . | i | 54 | .
COC(=O)c1ccccc1NC(=O)c1ccc(-c2ccc(Br)cc2)o1 | 4.8% | -0.5%[50 µM] | 2% | 7% | 1.2 | . | -3% | i | 36 | -2%
CCOC(=O)C1=C(O)/C(=C\c2cccs2)N=C1C | 2.2% | 1.1%[50 µM] | 36% | 7% | 1 | -0.2% | 5% | i | 6 | 5%
CC(C)NS(=O)(=O)c1ccc(CCC(=O)Nc2ccc3c(c2)OCO3)cc1 | -0.8% | 2.3% | 13% | 9% | 1.2 | -0.9% | 2% | i | 23 | -2%
CCOc1ccccc1N1CCN(Cc2ccc(OC)c(OC)c2)CC1 | 0.7% | -0.1% | 5% | 3% | 1.1 | -0.3% | 10% | i | 27 | 7%
CCc1nnc(NC(=O)Cn2nnc(-c3ccccc3F)n2)s1 | 1.1% | 3.6% | -4% | 3% | 1.1 | 0.1% | 8% | i | 38 | 1%
O=S(=O)(c1cccs1)N1CCC(Cc2ccccc2)CC1 | 2.4% | 1.0% | -13% | 1% | 1.1 | -0.3% | 9% | i | 30 | 3%
Cc1ccccc1NC(=O)c1ccc2snnc2c1 | 1.1% | -2.4% | 3% | 8% | 1 | -0.1% | -1% | i | 29 | 1%
Cc1cc(C)c(S(=O)(=O)N2CCc3ccccc32)c(C)c1 | 9.9% | 0.1% | . | . | . | -0.1% | . | i | 51 | .
Cn1c(CN2CCN(c3ccccc3NS(C)(=O)=O)CC2)nc2ccccc21 | 1.2% | 0.2% | . | . | . | -1.2% | . | i | 45 | .
CC1(C)Cc2nc3sc4c(=O)n(Cc5ccccc5)cnc4c3cc2CS1 | 16% | 0.3% | 4% | 5% | 1 | -1.2% | -9% | i | 17 | -9%

New compounds follow.
SMILES	RSV CPE inhibition	UTI89 phage lysis	M17LAP inhibition	P. falciparum M1AAP	TNAP activators	West Nile virus CPE	PMI inhibitors	T cell modulator	T cell modulator vesicle-bound %	PMI inhibition
C=CCn1c(COc2ccccc2)nnc1SCC(=O)N/N=C/c1cc(Cl)ccc1O	2.2%	0.1%	10%	?	1	0.1%	3%	i	56	-12%
CC(NC(=O)c1ccc(Br)s1)C1CCCO1 (stereo not drawn)	0.7%	0.5%	0%	14%	1.1	-0.1%	6%	i	28	5%
Cc1cc(OCC(=O)O)c2ccccc2n1	1.3%	-0.2%	5%	4%	1.1	-0.2%	-6%	i	20	-2%
CN1CCN(CCCNC(=O)c2ccc(/C=C3/Sc4ccccc4N(Cc4cccc(Cl)c4)C3=O)cc2)CC1	.	-0.2%	2%	19%	1	?	-5%	.	.	-14%
COc1cc(C(=O)Nc2c(C)cc(C)cc2C)c(-n2cnnn2)cc1OC	1.1%	0.2%	2%	-1%	1	-0.4%	-6%	i	14	-5%
O=C(CCCNS(=O)(=O)c1ccc(Cl)c(Cl)c1)NCCc1ccccn1	-0.3%	0.4%	4%	5%	1	-0.3%	-7%	i	33	1%
COc1cc(S(=O)(=O)N2CCC(N3CCCCC3)CC2)ccc1-n1cnnn1	.	-0.2%	-10%	-4%	1.1	-0.3%	10%	.	.	7%
N/C(=N\OC(=O)c1ccc(Cl)c([N+](=O)[O-])c1)c1ccccn1	0.6%	0.1%	2%	-1%	1.1	-0.8%	-3%	i	37	5%
COc1ccc(NS(=O)(=O)c2ccc(O)c(C(=O)OCC(=O)Nc3ccc4c(c3)OCCO4)c2)cc1	1.4%	4.6%	25%	1%	1	0.0%	-10%	i	44	-23%
CSc1nnc2c(n1)OC1(Nc3ccccc3-2)C(=O)Nc2ccccc21 (stereo not drawn)	1.9%	1.1%	12%	3%	1.1	-0.2%	-3%	i	13	18%
CC(=O)N1c2ccc(S(=O)(=O)N3CCCCC3)cc2CC1C(=O)Nc1cccc(C)c1 (stereo not drawn)	11%	1.3%	.	.	.	-0.3%	.	i	12	.
Cc1ccc(C)c(N2CCN(C(=O)CCc3nc4ccccc4[nH]3)CC2)c1	0.3%	4.9%	-6%	3%	1.1	-0.4%	-5%	i	58	2%
Cc1cccc(Nc2nnc(SCC3CCCCO3)s2)c1 (stereo not drawn)	3.8%	4.4%	5%	0%	1.2	-0.9%	14%	i	26	11%
C=CCc1ccccc1OCC(O)CN1CCN(C(=O)OCC)CC1 (stereo not drawn)	0.5%	-0.1%	-4%	4%	1.1	-0.5%	-10%	i	49	-16%

Screens (PubChem BioAssay)
